Pf Dd2 inh: blocks in vitro growth of P. falciparum Dd2 | P. falciparum Dd2 growth, SYBR Green, 72 h | Potency, µM (doses to about 28.9 µM), inactives show at the highest dose activity, negative = inhibition, hits mostly inhibitors | 4.3% of 120,000 active; active means well fitted inhibition curve with a large enough effect; inconclusive means small, poorly fitted or top-dose-only effect; inactive means no such curve, though single readings can be large or run the other way;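 further: plate controls were DMSO vehicle for no effect and reference drug for full effect; nearly all actives have a fitted effect of over 65% in size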
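Readout: SYBR Green fluorescence, 485 nm excitation, 535 nm emission, after ~16 h lysis at 37C. Before that, Dd2-infected red cells (2.5% hematocrit) grew 72 h with compound, 29 uM top final concentration.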
Numbers without * were called inactive; i = inactive; ? = inconclusive; [ ] = dose if it differs, or a comment. Potency means the concentration at half of the fitted maximal effect.

smiles | Pf Dd2 inh
COc1ccc(S(N)(=O)=O)cc1C(=O)N1CCOCC1CC(=O)O (stereo unspecified) | 0%
CC(C)N(Cc1cnn(C)c1)Cc1cn(Cc2ccccc2)nc1-c1ccc2c(c1)OCO2 | ?
O=C(NCc1cccnc1)c1cc(-c2cnccc2Cl)c2cccn2n1 | -11%
COc1ccc(C(=O)N2CCC(C(=O)N3CCCCCCNC(=O)CC3)CC2)c(OC)c1 | i
O=C1CC(c2ccccc2)Sc2nc(-c3ccc(F)cc3)nn21 (stereo unspecified) | 94%[activator]
COc1ccc(Cl)cc1-c1nc(-c2nnn3c2COC(c2ccc(C)cc2)C3)no1 (stereo unspecified) | 1%
FC(F)(F)Oc1ccccc1Cn1ccnc1-c1cc2n(n1)CCNC2 | -6%
Cc1cc2nc3n(c(=O)c2n1CC(=O)NCc1cccc(Br)c1)CCCCC3 | -18%
Cc1nc(C)c(CC(=O)N2CCCC(C)(Cc3ccc4c(c3)OCO4)C2)s1 (stereo unspecified) | -22%
COCCN(C)C(=O)c1cn(C2CN(C(=O)NCc3ccc(C)cc3)C2)nn1 | 28%
CC(C)NC(=O)c1ccccc1OCC1CCCN(Cc2cn(C)c3ccccc23)C1 (stereo unspecified) | ?
C=CCOC(=O)C1=C(C)N(Cc2cc(F)cc(F)c2)C(=O)CC1c1ccccc1Cl (stereo unspecified) | i
Cc1ccc(Cl)cc1N1CCN(C(=O)c2cn(C3CCCCC3)c(=O)c3c2c2ccccc2n3C)CC1 | ?
CC(C)N(Cc1ccccc1)S(=O)(=O)c1ccc(-c2cc(C(F)(F)F)on2)s1 | i
Cc1ccccc1OCC(=O)Nc1ccc2nc(SCC(=O)N3CCc4ccccc43)sc2c1 | 2%
O=C1NCc2ccccc2CC12CCCN2Cc1cccc(OC(F)(F)F)c1 (stereo unspecified) | -18%
CC1=C[C@@H](CNC(=O)COCC(=O)O)[C@H](C(C)C)C[C@H]1Cc1nc2ccccc2[nH]1 | 12%[44.1 µM]
CCN(CC)Cc1nc(C2(O)CCN(C(=O)Nc3cccc(F)c3)CC2)cs1 | i
NCc1ccc(Oc2ncnc3ccccc23)cc1 | -1%[44.1 µM]
Cc1ccc(SCC(=O)Nc2ccc3oc(-c4cccc(Cl)c4)nc3c2)cc1 | -9%
Cc1cc(C)cc(N(CC(=O)Nc2ccc(C(F)(F)F)cc2)S(=O)(=O)c2c(C)[nH]c(=O)[nH]c2=O)c1 | ?
COc1ccccc1CN(C(=O)c1cccc(-c2noc(C)n2)c1)C1CC1 | 3%
COC1CCCOC12CCN(C(=O)c1ccc3n[nH]nc3c1)CC2 (stereo unspecified) | -4%
C=CCOC(=O)C1=C(C)N=C2SC=C(CC(=O)NC3CC3)N2C1c1cccc(C)c1 (stereo unspecified) | i
COC(=O)c1ccc2nc(C[C@@H]3C[C@@H](C(C)C)[C@H](CNC(=O)CC4(CC(=O)O)CCCC4)C=C3C)[nH]c2c1 | i
CCN(CC)c1ccc(NC(=O)c2cnc3c(-c4ccccc4)c(C)nn3c2C)c(C)c1 | -17%
Cc1ccc(C)c(NC(=O)C2CCN(C(=O)c3ncn4c3COC(c3ccc(F)cc3)C4)CC2)c1 (stereo unspecified) | -26%
CC(C)n1cc(CN2CC[C@@H](c3ccc4ccccc4c3)[C@H](O)C2)cn1 | 10µM*
COCCCN1C(=O)CC[C@H]2CN(C(=O)c3cn(C)c(=O)[nH]c3=O)CC[C@H]21 | 0%
COc1cccc(N2C(=O)NC(=NC3CCCCC3)C23CCN(Cc2ccccc2)CC3)c1 | -19%

(next part)
smiles | Pf Dd2 inh
CN(C)C[C@@H]1CN(c2ncccn2)C[C@H]1NC(=O)Cc1cccc(F)c1 | -27%
O=C1CC(c2noc(-c3ccccc3F)n2)CN1c1ccc(Cl)cc1 (stereo unspecified) | 44%
O=c1c2sc3ccccc3c2n(Cc2ccccc2)c(=O)n1Cc1ccccc1 | 61%[activator]
CC(Cn1cncn1)Nc1ccc(-c2nc(Cc3ccc(F)cc3)no2)cn1 (stereo unspecified) | -24%
COc1cc(OC)c(NC(=O)CSCc2nc(-c3ccc(OC)c(OC)c3)no2)cc1Cl | -11%
COc1ccccc1N1CCN([C@@H]2[C@H](O)[C@H](CO)O[C@@H]2CNC(=O)NC(C)C)CC1 | -2%
Cn1c(=O)oc2cc(S(=O)(=O)CCC(=O)N3CCN(c4cccc(Cl)c4)CC3)ccc21 | ?
Cc1cnc(C(=O)N2CCOCC(CO)C2)cn1 (stereo unspecified) | -11%
CCC(O)c1cc2c(cc1NC(=O)c1cccc(Br)c1)OCCO2 (stereo unspecified) | 11µM*
Cc1nc(CNC(=O)c2ccc3c(c2)CN(CCCn2ccnc2)C3=O)no1 | 2%
CS(=O)(=O)N1CCc2cc(C(=O)NCCc3ccccc3)ccc21 | 40%[activator]
CC(C)(O)CCc1ccc(C(=O)N2CCN(c3ccncc3)CC2)cc1 | -2%
COCCCNC(=O)CCC[C@@H]1[C@H]2CCCN3CCC[C@@H](CN1C(=O)c1cccnc1)[C@@H]23 | 9%
CNC(=O)N1CCC(C2CCN(Cc3ccncc3)C2)CC1 (stereo unspecified) | 5%
O=C1Nc2ccccc2CN(CC2CC2)C12CCNCC2 | ?
COc1cc(Nc2nc3c(S(=O)(=O)c4ccc(C)c(C)c4)nnn3c3ccsc23)cc(OC)c1 | 0%
COC1CCOC2(CCN(C(=O)Cn3c(=O)oc4ccccc43)CC2)C1 (stereo unspecified) | 31%
COC(=O)CNC(=O)c1cc(-c2ccccc2OC)c2cccn2n1 | 15%
O=C(NCc1nnc2cc(-c3nc(C4CC4)no3)ccn12)c1ccccc1F | i
COc1ccc(Cn2ccn(Cc3cccc(Cl)c3)c(=O)c2=O)cc1 | 1%
Cc1ccccc1-n1nc(CC(N)=O)nc1-c1ccc(Cn2cnnn2)cc1 | -6%
CCOc1ccc(CC(=O)Nc2c(C(=O)c3ccc(Cl)cc3)oc3ccccc23)cc1OCC | ?
O=C(c1ccoc1)N1CCC(O)(c2ccccc2)[C@H](N2CCCC2)C1 (stereo partly specified) | ?
N#Cc1ccc(CN2CCc3nc(C(=O)Nc4cccc(C(F)(F)F)c4)oc3CC2)cc1 | ?
COc1ccc(CNC(=O)C[C@@H]2O[C@H](CNCc3cccc(Cl)c3)[C@@H](O)[C@H]2O)cc1 | 7%[44.1 µM]
Cc1ncoc1C(=O)N1CC(Oc2ccc(-c3nc(-c4ccccc4)no3)cc2)C1 | 0%[5.79 µM]
CCN(CC)C(=O)Cn1c(=O)n(-c2ccc(Cl)cc2)c(=O)c2c3c(sc21)CCC3 | 12%
COc1ccc(CC(=O)N2CCc3c([nH]c4ccccc34)C2c2ccc(SC)cc2)cc1 (stereo unspecified) | ?
CCOc1nc(NC(=O)NS(=O)(=O)Oc2ccccc2)nc(-c2ccccc2)n1 | 5%
COc1ccc(Cn2c(C3CCN(C(=O)c4cc(C)cc(C)c4)CC3)n[nH]c2=O)cc1 | ?

Compounds above that contain an NH in an aromatic ring (seven):
smiles | Pf Dd2 inh
CC1=C[C@@H](CNC(=O)COCC(=O)O)[C@H](C(C)C)C[C@H]1Cc1nc2ccccc2[nH]1 | 12%[44.1 µM]
Cc1cc(C)cc(N(CC(=O)Nc2ccc(C(F)(F)F)cc2)S(=O)(=O)c2c(C)[nH]c(=O)[nH]c2=O)c1 | ?
COC1CCCOC12CCN(C(=O)c1ccc3n[nH]nc3c1)CC2 (stereo unspecified) | -4%
COC(=O)c1ccc2nc(C[C@@H]3C[C@@H](C(C)C)[C@H](CNC(=O)CC4(CC(=O)O)CCCC4)C=C3C)[nH]c2c1 | i
COCCCN1C(=O)CC[C@H]2CN(C(=O)c3cn(C)c(=O)[nH]c3=O)CC[C@H]21 | 0%
COc1ccc(CC(=O)N2CCc3c([nH]c4ccccc34)C2c2ccc(SC)cc2)cc1 (stereo unspecified) | ?
COc1ccc(Cn2c(C3CCN(C(=O)c4cc(C)cc(C)c4)CC3)n[nH]c2=O)cc1 | ?

New compounds follow:
smiles | Pf Dd2 inh
CCOc1ccc(Cn2c(CNS(=O)(=O)c3ccc(C(C)(C)C)cc3)nc3cccnc32)cc1 | ?
Cc1c(C(=O)OC2CCCCCC2)[nH]c2c1C(=O)CC(c1ccc(N(C)C)cc1)C2 (stereo unspecified) | ?
Fc1ccc(CNc2ncnc3c2c(-c2ccccc2)cn3-c2ccccc2)cc1 | ?
COc1ccc(S(=O)(=O)c2c(C(=O)c3ccc(C)c(C)c3)cnc3ccc(C)cc23)cc1 | ?
COc1ccc(C(=O)NCC(c2cccs2)S(=O)(=O)c2ccc(F)c(C)c2)cc1 (stereo unspecified) | 3%
N#Cc1ccc(CN2CCC3(C2)NC(=O)c2ccccc2CO3)cc1 (stereo unspecified) | i
O=C(NC1CCCCC1)[C@H]1CN2CCC1C[C@@H]2Cn1cc(CO)nn1 (stereo partly specified) | 11%[44.1 µM]
Cc1cnc(CC2CCCN(C(=O)Cc3ccccc3)C2)n1C(C)C (stereo unspecified) | 4.5µM*
COc1ccccc1OCC(=O)NCc1nc(-c2ccc(Cl)cc2)no1 | 34%[activator]
Cn1c(=O)c2cc(C(=O)N3CCN(c4cccc(C(F)(F)F)c4)CC3)sc2c2ccccc21 | i
CNc1cc(C)nc(N2C[C@H]3CN(C(=O)N(C)C)C[C@@]3(C(=O)O)C2)n1 | -3%
O=S(=O)(NCCc1nnc2ccc(SCc3cccc(Cl)c3)nn12)c1ccccc1 | i
CCc1noc(-c2cn(C3CCN(C(=O)c4ccc(Cl)s4)CC3)nn2)n1 | i
COc1ccc(Cn2c(SCc3ccc(C(=O)NCCc4ccccc4)cc3)nc3cccnc32)cc1 | 13µM*
CCOCC(=O)N[C@@H]1CN(S(C)(=O)=O)C[C@H]1CN(C)C | 15%
CN1CCOc2c(C(=O)NCc3cnn(C)c3)cc(-c3ccc([S+](C)(=O)[O-])cc3)cc21 | -14%[44.1 µM]
COCc1nc(CCNS(=O)(=O)c2ccc(F)cc2)no1 | 49%[activator]
CCOc1cc(C)c(CN2CCCC(O)(CN(C)C)C2)cc1C(C)C (stereo unspecified) | 2.8µM*
COc1ccc(C(=O)N2C[C@@H](CO)[C@H](c3ccccn3)C2)cn1 | -6%
O[C@H]1CC[C@@H](Cc2cc(-c3ccc(F)cc3)on2)O[C@@H]1CNCc1ccccc1Cl | ?
COC(=O)c1ccc(NC(=O)N2CCN(c3nnc(C)c4c(C)n(-c5ccccc5)nc34)CC2)cc1 | 3%
Cc1ccc(C2Cn3nnc(C(=O)N4CCN(C(=O)Cc5ccc(Cl)cc5)CC4)c3CO2)cc1 (stereo unspecified) | ?
CCCN(CCC)CCCNC(=O)c1cn(C)c2ccc(S(=O)(=O)N3CCOCC3)cc2c1=O | i
CC(=O)Nc1ccc(CN2C(=O)OC3(CCN(C(=O)C4CCC4)CC3)C2(C)c2ccccc2)cc1 (stereo unspecified) | ?
CCNc1ncc(C(=O)N2CCC(O)(CN3CCOCC3)C(C)(C)C2)cn1 (stereo unspecified) | 3%
COc1ccc(OCc2nc3c4c(-c5ccccc5)c(-c5ccccc5)oc4ncn3n2)cc1 | -14%
Cc1ccc(CNC(=O)N2CCCC(CN3CCCC3)CC2)cc1 (stereo unspecified) | 4.5µM*
CCc1ccc(-n2nc(C)c3c(C)cc(=O)n(CC(=O)Nc4ccccc4C(=O)OC)c32)cc1 | 9%
COc1ccc(C(=O)Nc2ccc(-c3noc([C@@H]4CCCN4Cc4ccc(S(C)(=O)=O)cc4)n3)cn2)cc1 | i
O=C(NCc1ccc(Cl)cc1)c1ccc2c(c1)NC(=O)C(CS(=O)(=O)Cc1ccccc1Cl)N2 (stereo unspecified) | ?

More compounds
smiles | Pf Dd2 inh
O=C(NCc1ccncc1)c1nc2c(o1)CCN(Cc1nccs1)CC2 | i
O=C(NC1CCCCC1)N1Cc2[nH]cnc2C[C@H]1c1nc(-c2cccc([N+](=O)[O-])c2)no1 | ?
Cc1cc(C)n(CC(=O)N2CCCCCNC(=O)CC2c2ccccc2)n1 (stereo unspecified) | 13%
N#Cc1c(NC(=O)c2cc3nc(-c4ccc(Br)cc4)cc(C(F)(F)F)n3n2)sc2c1CCCC2 | -2%
COc1ccc(-c2cn(CCn3[nH]c(=O)c4ccccc4c3=O)nn2)cn1 | -18%
COc1ccc(C2(C(=O)N3CCc4nn(C)c(=O)n4CC3)CC2)cc1 | 57%[activator]
Cc1cc(C)c(NC(=O)c2cc3c(=O)n4ccccc4nc3n2C)c(C)c1 | -20%
Cc1cccc(CNC(=O)CSCc2cnn(-c3ccccc3)c2-n2cccc2)c1 | -17%
COc1cccc(CN2CCOc3ccc(C(=O)NCc4ccc(C)cc4)cc3C2)c1 | i
O=C1CC(c2ccccc2)N(C(=O)CNC(=O)c2ccc3ccccc3n2)CCCCCCN1 (stereo unspecified) | ?
Cc1cccc(N2CCN(c3ncnc4c3nc3n4CCCCC3)CC2)c1C | 4%
COc1ccc(CN2CC3(CCN(C(=O)Nc4cccc(Cl)c4)CC3)C2=O)cc1 | i
CCn1ccc2c(OCC(=O)NCc3ccc(F)cc3)cccc2c1=O | 17%
O=C(O)c1cccc(C2CCCN(C(=O)c3ccc4c(c3)ncn4CCO)C2)c1 (stereo unspecified) | -4%
CCOCCCNC(=O)Cn1cc2c(n1)-c1c(oc(C(=O)N3CCCC3)c1C)CC2 | 15%

Reprinted at random: two compounds from above
smiles | Pf Dd2 inh
Cc1cc(C)n(CC(=O)N2CCCCCNC(=O)CC2c2ccccc2)n1 (stereo unspecified) | 13%
O=C(NCc1ccncc1)c1nc2c(o1)CCN(Cc1nccs1)CC2 | i

Bioassay records: PubChem, National Center for Advancing Translational Sciences (NCATS)

An excerpt (hit frequency here may not be typical).
